# KCNK9 inh – KCNK9 potassium channel inhibitors, primary screen, HEK293 cells, thallium flux; Potassium channel subfamily K member 9 (Homo sapiens), Q9NPC2; FluxOR thallium flux fluorescence; stronger effect = lower value; B-score at 10 µM; 1.2% of 310,000 active; AID 488922, 2010;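 active = ratio B-score over 3 SD below the library mean, with starting fluorescence within 5 SD of its mean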;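 note: negative B-score means less thallium flux so channel inhibition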
# Target sequence (Q9NPC2 whole entry, looked up): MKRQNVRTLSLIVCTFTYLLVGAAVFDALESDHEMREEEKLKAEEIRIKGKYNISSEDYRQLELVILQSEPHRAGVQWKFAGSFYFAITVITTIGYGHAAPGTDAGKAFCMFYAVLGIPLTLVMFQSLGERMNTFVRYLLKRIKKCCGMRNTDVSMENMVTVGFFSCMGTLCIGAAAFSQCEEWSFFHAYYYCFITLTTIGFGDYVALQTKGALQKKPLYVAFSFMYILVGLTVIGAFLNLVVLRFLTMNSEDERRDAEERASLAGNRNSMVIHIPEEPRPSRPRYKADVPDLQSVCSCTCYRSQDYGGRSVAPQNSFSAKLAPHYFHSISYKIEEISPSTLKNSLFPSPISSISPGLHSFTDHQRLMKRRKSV
# MrgX1 agonist – agonists of human MrgX1 receptor, primary screen, HEK293 cells, Fluo-4 calcium flux; Mas-related G-protein coupled receptor member X1 (Homo sapiens), Q96LB2; Fluo-4 calcium fluorescence, agonist mode; stronger effect = higher value; 0.44% of 310,000 active; B-score at 10 µM;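 active = calcium response B-score plate-corrected fluorescence ratio at least 3 library SD, with starting fluorescence B-score inside 5 SD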
#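 System – MrgX1-expressing HEK293 cells · Incubation – cells plated overnight, dye loaded 0.5 h 37 °C, 0.5 h room temperature · Technique – kinetic Fluo-4 NW fluorescence of intracellular calcium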
# KCNQ1 inh – inhibitors of human KCNQ1 channel, primary screen, cell-based, thallium flux, high-throughput. CHO-K1 KCNQ1, FluxOR thallium flux fluorescence; stronger effect = higher value. B-score at 10 µM. 1.3% of 310,000 active;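 active = compounds whose thallium flux B-score, printed positive for inhibition, exceeds three library SD while starting fluorescence stays within three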;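 note: channel opened by potassium depolarization with thallium stimulus after 20 min compound exposure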
# KCNK3 block – human KCNK3 channel inhibitors, primary screen, CHO cells, FluxOR thallium flux, B-score | FluxOR fluorescence; stronger effect = lower value | 0.84% of 340,000 active | Potassium channel subfamily K member 3 (Homo sapiens), O14649 | AID 602410, 2012 | B-score at 10 µM;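 active = B-score under library mean minus 4 SD, starting fluorescence ratio at most library mean plus 5 SD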;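 note: more negative B-score means stronger inhibition of thallium flux through KCNK3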
# Target sequence (O14649 whole entry, looked up): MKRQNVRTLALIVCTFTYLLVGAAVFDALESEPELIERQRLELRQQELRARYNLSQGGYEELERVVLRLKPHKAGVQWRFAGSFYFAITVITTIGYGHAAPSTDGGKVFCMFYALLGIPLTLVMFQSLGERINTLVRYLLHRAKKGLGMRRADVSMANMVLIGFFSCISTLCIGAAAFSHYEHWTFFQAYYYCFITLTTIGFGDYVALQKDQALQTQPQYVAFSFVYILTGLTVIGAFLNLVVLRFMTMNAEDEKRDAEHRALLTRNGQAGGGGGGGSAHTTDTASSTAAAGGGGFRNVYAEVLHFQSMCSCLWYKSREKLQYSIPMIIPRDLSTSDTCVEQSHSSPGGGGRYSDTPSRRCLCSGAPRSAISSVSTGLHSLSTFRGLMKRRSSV
# TMEM16A inh – TMEM16A chloride channel inhibitors, primary screen, cell-based, HTS. Anoctamin-1 (Mus musculus), Q8BHY3. HEK293 TMEM16A/YFP iodide influx fluorescence, ionomycin. normalized B-score (activity score, 25-100; higher = stronger inhibition) at 10 µM. 1.2% of 310,000 active;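 active = ratio plate-corrected score three or more library SD toward inhibition, starting fluorescence score within five deviations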;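 note: score derived from kinetic fluorescence span divided by baseline fluorescence per well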
# hERG rescue – hERG rescue from dofetilide block, primary screen, cell-based, CHO-hERG, FluxOR thallium flux, dofetilide IC70 | activation (rescue from dofetilide block), less the hit threshold, % at 10 µM | 0.51% of 310,000 active | dofetilide IC70 present | Voltage-gated inwardly rectifying potassium channel KCNH2 (Homo sapiens), Q12809;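 active = activation above the mean of controls blocked by dofetilide plus 5 SD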;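 note: thallium influx through hERG after potassium depolarization seen as dye fluorescence rise; in these data hits start at about 4.7%; inactives centre near -7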
# TMEM16A act – TMEM16A chloride channel activators or potentiators, primary screen, cell-based, HTS | HEK293 TMEM16A/YFP-H148Q/I152L, iodide quench fluorescence; stronger effect = lower value | B-score at 10 µM | 0.3% of 340,000 active | AID 623877, 2012;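 active = fluorescence-ratio B-score plate-corrected deviation score at least 3 library SD below zero, with starting fluorescence score within 5 deviations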;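 note: channel opened by trigger with iodide after compound preincubation; score built on the fluorescence ratio of max minus min over baseline; more negative score means more quench and so TMEM16A activation or potentiation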
# RGS4 act – RGS4 potentiators or activators, primary screen, cell-based, HEK293 M3R inducible RGS4, calcium flux; carbachol calcium flux Fluo4; stronger effect = lower value; B-score at 10 µM; 0.92% of 310,000 active; AID 463111, 2010;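 active = B-score of the integrated calcium signal more than 4 SD below the library mean, with starting fluorescence not abnormally high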;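 note: negative B-score means reduced calcium response which marks RGS4 activation or potentiation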
#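 Detection: kinetic calcium fluorescence imaging with Fluo4-AM dye, 2 µM / Material: HEK293 cells with stable M3R and inducible RGS4 / Schedule: recording 10 s baseline at 1 Hz, 100 s post-agonist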
# MrgX1 allo act – positive allosteric modulators of MrgX1, primary screen, HEK293 cells, Fluo-4 calcium flux | Mas-related G-protein coupled receptor member X1 (Homo sapiens), Q96LB2 | 0.63% of 310,000 active | B-score at 10 µM | AID 588675, 2011 | FDSS; stronger effect = higher value;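 active = plate-corrected calcium response at least 3 library SD above typical, normal starting fluorescence, not activating the receptor alone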;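 note: compound read alongside a low EC10 to EC30 dose of BAM8-22 agonist; peak minus trough fluorescence over baseline measured at the second addition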
# RGS4 inh – RGS4 inhibitors, primary screen, cell-based, HEK293 M3R inducible RGS4, calcium flux; Regulator of G-protein signaling 4 (Homo sapiens), P49798; Fluo-4 calcium flux; stronger effect = higher value; triggered by carbachol at its EC20; 0.45% of 310,000 active; B-score at 10 µM;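 active = B-score, a plate-corrected calcium signal, over three deviations above library mean, with baseline fluorescence within five deviations of library mean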;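 note: RGS4 expression induced by doxycycline in cells with stable M3 receptor; B-score is computed from the integrated fluorescence ratio over baseline after carbachol; higher B-score means a larger calcium signal and so more RGS4 inhibition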
# Target sequence (P49798 whole entry, looked up): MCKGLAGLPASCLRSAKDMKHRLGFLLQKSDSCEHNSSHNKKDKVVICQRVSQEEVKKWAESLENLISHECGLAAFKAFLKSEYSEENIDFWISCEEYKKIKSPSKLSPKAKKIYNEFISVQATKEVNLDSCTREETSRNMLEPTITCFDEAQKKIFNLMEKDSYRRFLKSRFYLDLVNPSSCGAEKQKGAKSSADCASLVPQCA
# KCNQ1 act – potentiators or activators of KCNQ1 channel, primary screen, cell-based, thallium flux, high-throughput; Potassium voltage-gated channel subfamily KQT member 1 (Homo sapiens), P51787; CHO-K1 KCNQ1, thallium flux FluxOR fluorescence; stronger effect = higher value; B-score at 10 µM; 0.35% of 310,000 active; AID 2648, 2010;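 active = fluorescence ratio B-score, a plate-corrected score, at least three library SD, with initial intensity B-score within 5 SD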
#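 Assay system: CHO-K1 cells stably expressing KCNQ1. Medium: assay buffer for compound exposure, DMSO matched across wells. Timing: 37 °C overnight plating, 90-min dark dye load, 20-min compound pretreatment. Signal: kinetic FluxOR fluorescence, 10 s baseline plus 110 s post-stimulus.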
# Numbers without * were called inactive; i = inactive; · = no result given. Outcome played no part in choosing rows; about 6.3% have a hit in one of these screens.
# Every second line gives: KCNK9 inh, MrgX1 agonist, KCNQ1 inh, KCNK3 block, TMEM16A inh, hERG rescue, TMEM16A act, RGS4 act, MrgX1 allo act, RGS4 inh, KCNQ1 act
- C=CCN1C(=O)C(O)=C(C(C)=O)C1c1ccccc1F (stereo not drawn)
 : i, i, i, i, i, -4, i, i, i, i, i
- O=C(Cn1ccc2ccccc2c1=O)Nc1ccc2c(c1)OCO2
 : i, i, i, i, i, -4, i, i, i, i, i
- C/C(N)=C(/C#N)C(=O)COC(=O)c1ccccc1O
 : i, i, i, i, i, -7, i, i, i, i, i
- CCOc1ccccc1Nc1ncnc2ccc(Br)cc12
 : i, i, i, i, i, -7, i, i, i, i, i
- COc1ccccc1-n1c(C)nc2cc(C(=O)NCc3ccc4c(c3)OCO4)ccc21
 : i, i, i, i, i, -3, i, i, i, i, i
- CCc1nn(CC(=O)NCCCN(Cc2ccccc2)C(C)C)c(=O)c2cc3sccc3n12
 : ·, i, ·, i, i, ·, i, ·, i, ·, ·
- COc1ccc(N2C(=O)CC(N3CCN(c4ccc(Cl)cc4)CC3)C2=O)cc1 (stereo not drawn)
 : i, i, i, i, i, -7, i, i, i, i, i
- CC(O)CNCCNCc1cccs1 (stereo not drawn)
 : i, i, i, i, i, -11, i, i, i, i, i
- CC(C)c1ccc(NC(=O)COC(=O)CCC(=O)c2cccs2)cc1
 : i, i, i, i, i, -8, i, i, i, i, i
- CCN(C(=O)CSc1nc2ccccc2c(=O)n1-c1ccc(C)cc1)C1CCS(=O)(=O)C1 (stereo not drawn)
 : i, i, i, i, i, -17, i, i, i, i, i
- CN1C(=O)COc2ccc(C(=O)c3ccccc3C(=O)O)cc21
 : i, i, i, i, i, -2, i, i, i, i, i
- COc1ccc(N2CCN(c3cc(C)c4ccccc4n3)CC2)cc1
 : i, i, i, i, i, -10, i, i, i, i, i
- CC1=NN(C(C#N)c2ccccc2O)C(C)(C)C1 (stereo not drawn)
 : i, i, i, i, i, 2, i, i, i, i, i
- O=C(Nc1ccc(CN2CCCCC2)cc1)c1cc(Br)ccc1Cl
 : -8.5*, i, i, i, i, -6, i, i, i, i, i
- COC(=O)c1ccc(C)c(NS(=O)(=O)c2cn(C)nc2C)c1
 : i, i, i, i, i, -2, i, i, i, i, i
- Cc1cc(C)n(-c2nc3sc4c(c3c3nnc(SC(C)C)n23)CC(C)(C)OC4)n1
 : ·, i, ·, i, 100*, ·, i, ·, i, ·, ·
- Cc1cc(C)cc(NC(=O)N2CCCN(Cc3c(F)cccc3Cl)CC2)c1
 : i, i, i, i, i, -4, i, i, i, i, i
- CCC(C)NC(=S)N1CCN(Cc2ccccc2)CC1 (stereo not drawn)
 : i, i, i, i, i, -4, i, i, i, i, i
- Cc1nn(C)c(Cl)c1NC(=O)OCc1ccc(Cl)cc1Cl
 : i, i, i, i, 25*, -9, i, i, i, i, i
- CC1CCC(N2CCN(c3ncccn3)CC2)CC1 (stereo not drawn)
 : i, i, i, i, i, -4, i, i, i, i, i
- CC(=O)Oc1ccc(N(C(C)=O)S(=O)(=O)c2ccc(Cl)cc2)c2ccccc12
 : i, i, i, i, i, -4, i, i, i, i, i
- O=C(C1=C[C@H](c2coc3ccccc3c2=O)C[C@H](OCc2ccc(CO)cc2)O1)N1CCOCC1
 : i, i, i, i, i, -6, i, i, i, i, i
- CC(C)CC(NC(N)=O)C(=O)NCc1ccccc1Cl (stereo not drawn)
 : i, i, i, i, i, -3, i, i, i, i, i
- CCC(C)N=Cc1c(Nc2ccccc2)nc2c(C)cccn2c1=O (stereo not drawn)
 : i, i, i, i, i, -16, i, i, i, i, i
- CC(NC(=O)C(=O)c1cn(CC(=O)N2CCOCC2)c2ccccc12)c1ccccc1 (stereo not drawn)
 : i, i, i, i, i, -7, i, i, i, i, i
- Cc1cc(OCC(=O)O/N=C(\N)c2ccccc2)ccc1Cl
 : ·, i, ·, i, i, ·, i, ·, i, ·, ·
- CC1(C)Cc2cccc(C(=O)Nc3ccc(F)cc3F)c2O1
 : i, i, i, i, i, -2, i, i, i, i, i
- COC(=O)c1ccc(N2CCOCC2)c(NC(=O)c2cccs2)c1
 : i, i, i, i, i, -6, i, i, i, i, i
- CCN(CC)CCNC(=O)C(=O)Nc1ccc2c(c1)N(S(=O)(=O)c1cccs1)CCC2
 : i, i, i, i, i, -10, i, i, i, i, i
- COc1cccc(OCC(=O)Nc2ccncc2)c1
 : i, i, i, i, i, -6, i, i, i, i, i
- Cn1c(SCC(=O)NC2CCCC2)nnc1-c1cccs1
 : i, i, i, i, i, -4, i, i, i, i, i
- O=C(Cn1ncc2c1-c1ccccc1OC2)N1CCN(c2ccccn2)CC1
 : i, i, i, i, i, -14, i, i, i, i, i
- CCCOc1cccc(C(=O)Nc2ccc(Br)cc2F)c1
 : i, i, i, i, i, -7, i, i, i, i, i
- CCOc1ccc(N(CC(=O)NCc2ccc(OC)cc2)C(=O)CCC(=O)Nc2nccs2)cc1
 : i, i, i, i, i, -8, i, i, i, i, i
- CC1=NN(c2ccc(Br)cc2)C(=O)/C1=C/c1cccs1
 : i, i, i, i, i, -8, i, i, 14*, i, i
- CCOC(=O)N1CCN(C(=O)c2cccc(F)c2)CC1
 : i, i, i, i, i, -9, i, i, i, i, i
- CCOc1cc(/C=C/C(=O)O)ccc1OCc1ccccc1
 : i, i, i, i, i, -7, i, i, i, i, i
- CCOC(=O)C(C)Sc1snnc1C (stereo not drawn)
 : i, i, i, i, i, -16, i, i, i, i, i
- CCOC(=O)Cc1c[nH]c(=S)[nH]c1=O
 : i, i, i, i, i, -6, i, i, i, i, i
- CCOc1ccccc1N(C(=O)CNC(=O)c1ccco1)C(C(=O)NC1CCCC1)c1ccncc1 (stereo not drawn)
 : i, i, i, i, i, -4, i, i, i, i, i
- C=CCn1c(SCC(=O)Nc2sc3c(c2C#N)CCC3)nnc1C1COc2ccccc2O1 (stereo not drawn)
 : i, i, i, i, i, -8, i, i, i, i, i
- Cc1ccc(S(=O)(=O)c2cnc(-c3ccccc3)nc2N2CCCCC2)cc1
 : i, i, i, i, i, -2, i, i, i, i, i
- CN1c2ccsc2/C(=N/NC(=O)c2c(F)cccc2F)CS1(=O)=O
 : i, i, i, i, i, -10, i, i, i, i, i
- Cc1cccc(C(=O)NCc2nnc3c4ccccc4c(-c4ccccc4)nn23)c1
 : i, i, i, i, i, -12, i, i, i, i, i
- Cc1scc(C(=O)NNC(=S)NCC(C)C)c1C
 : i, i, i, i, i, -6, i, i, i, i, i
- Cc1ccc2nc(-c3ccncc3)cc(C(=O)Nc3ccncc3)c2c1
 : i, i, i, i, i, -6, i, i, i, i, i
- Cc1onc(-c2ccccc2)c1C(=O)OCCOc1ccc([N+](=O)[O-])cc1[N+](=O)[O-]
 : i, i, i, -10*, i, -13, i, i, i, i, i
- CCN(CC)C(=O)CSc1nnc2cc(C)c3ccccc3n12
 : i, i, i, i, i, 2, i, i, i, i, i
- N#C/C(=C\c1ccc(Sc2nc3ccccc3[nH]2)o1)c1ccccc1
 : i, i, 13*, i, 100*, -6, i, i, i, i, i
- CCOC(=O)c1ccc(NC(=O)[C@@H](NC(N)=O)C(C)C)cc1
 : i, i, i, i, i, -6, i, i, i, i, i
- CC(C)(C)c1ccc(OC(=O)N2CCOCC2)cc1
 : i, i, i, i, i, -4, i, i, i, i, i
- CC(CC(=O)NCc1ccco1)S(=O)(=O)c1ccc2c(c1)CCN2C(=O)C1CC1 (stereo not drawn)
 : i, i, i, i, i, -11, i, i, i, i, i
- O=C(COC(=O)c1ccccc1C(=O)c1ccccc1)c1ccco1
 : i, i, i, i, i, -22, i, i, i, i, i
- COc1ccc(S(=O)(=O)NCCC(C)C)cc1C
 : i, i, i, i, i, -11, i, i, i, i, i
- CC(=O)c1cccc(-n2nnnc2SCC(=O)Nc2cc(C)on2)c1
 : i, i, i, i, i, -5, i, i, i, i, i
- CCOc1cc(/C=C2\SC(N3CCCC(C)C3)=NC2=O)ccc1O (stereo not drawn)
 : i, i, i, i, i, -10, i, i, i, i, i
- O=C(CN(Cc1ccc(F)cc1)C(=O)C1CSC(=O)C1)NC1CCCCC1 (stereo not drawn)
 : i, i, i, i, i, -7, i, i, i, i, i
- c1ccc2oc(-c3csc(N4CCOCC4)n3)cc2c1
 : i, i, i, i, i, -6, i, i, i, i, i
- CC(=O)NC1C(=O)N=C(SC(C)C(=O)Nc2cccc(Cl)c2)NC1=O (stereo not drawn)
 : i, i, i, i, i, -12, i, i, i, i, i
- CCCCCCN(CCCCCC)C(=O)Cc1c(-c2ccc(F)cc2)[nH]c2ccccc12
 : ·, i, ·, i, i, ·, i, ·, i, ·, ·

# Later entries
# Every second line gives: KCNK9 inh, MrgX1 agonist, KCNQ1 inh, KCNK3 block, TMEM16A inh, hERG rescue, TMEM16A act, RGS4 act, MrgX1 allo act, RGS4 inh, KCNQ1 act
- CN1CCN(S(=O)(=O)c2cccc(C(=O)NC3CCCC3)c2)CC1
 : i, i, i, i, i, -11, i, i, i, i, i
- CCOC(=O)N1CCN(C(=O)Nc2ccc(Cl)cc2Cl)CC1
 : i, i, i, i, i, -6, i, i, i, i, i
- N#Cc1cc(C#N)c(N2CCN(c3ccccn3)CC2)nc1N
 : i, i, i, i, i, -14, i, i, i, i, i
- C=Cn1cc[n+](CC(=O)c2ccc(Br)s2)c1
 : i, i, i, i, i, -1, i, i, i, i, i
- Cc1cc(NC(=O)CCC(=O)N(c2ccccc2)C(C(=O)NC2CCCC2)c2ccc(F)cc2)no1 (stereo not drawn)
 : i, i, i, i, i, -2, i, i, i, i, i

# From PubChem BioAssay
